Platelet DG rel: modulates dense granule release in human platelets. human platelet-rich plasma, SFLLRN dense granule ATP release, luminescence. inhibition, %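 (compounds screened at 7.5 µM in platelet-rich plasma)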. 300,000 compounds, 0.22% hits;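 active = mean replicate score, as percent of positive control, at or above 50; inconclusive = mean below 50 but at least one replicate at or above 50; inactive = mean and every replicate below 50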
aSyn 5UTR inh: MLPCN primary screen, SNCA 5' untranslated region; inhibition, % (tested at 7.5 µM); AID 1813; 300,000 compounds, 0.82% hits; alpha-synuclein 5'UTR reporter, inhibitor activity; in the data active = inhibition above about 60%; inconclusive = no clear call, values can overlap the other calls;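 note: H4 neuroglioblastoma cells stably carrying SNCA 5'UTR luciferase fusion; 0% = DMSO wells and 100% = positive control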
KLF5 inhibitor: kruppel-like factor 5 inhibition; AID 1700; inhibition, % at 5 µM; DLD-1 KLF5 promoter-luciferase reporter, luminescence; 290,000 compounds, 0.23% hits;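 active = inhibition above a per-plate limit of that plate's mean compound inhibition plus 3 SD, cut at about 60% in these data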;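 note: 0% = DMSO wells and 100% = LY294002 at 200 µM; higher means less KLF5 promoter-driven luciferase light; inactives centre near -14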
HSF1 inh: HSF1 inhibition. 300,000 compounds, 0.77% hits. NIH3T3-HGL HSE-luciferase, MG132-induced, luminescence 8 h; active compounds read low. activity change, negative = inhibition, % at 7.5 µM (by protocol). AID 2098;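 active = more than half of replicate wells show activity change below -50%, luminescence cut by over half; inconclusive = some wells, but at most half, below -50%; inactive = no replicate well below -50%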;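 note: luciferase reports HSF-1 transcriptional activity via heat shock element; 0% = median of DMSO wells and -100% = zero luminescence signal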
IEC-6 tox: counter-screen for KLF5 inhibitors: cytotoxicity in IEC-6 cells | IEC-6 cytotoxicity, luminescence viability | inhibition, % at 5 µM | 290,000 compounds, 0.78% hits | AID 1825; in the data active = inhibition above about 22%;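 note: 0% = plate median of test compound wells and 100% = cytotoxic reference compound wells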
HSP90 refold inh: HSP90 refolding inhibition in rabbit reticulocyte lysate. 290,000 compounds, 0.91% hits. AID 1789. luciferase refolding luminescence, 3 h. inhibition, % at 5.6 µM;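 active = inhibition above the screen-wide mean plus 3 SD, computed separately per campaign, cut at about 16% in these data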;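 note: 0% = DMSO wells and 100% = 60 µM geldanamycin wells; inhibitors lower the luminescence because luciferase stays unfolded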
GSK3A inh: human GSK-3 alpha kinase inhibition; inhibition, % at 10 µM; ADP-Glo luminescence, 60 min; 320,000 compounds, 0.1% hits;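 in the data active = inhibition above about 50%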;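 note: GST-tagged GSK-3 alpha with peptide substrate and 25 µM ATP; 0% = DMSO neutral wells and 100% = GW8510 positive control wells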
Target sequence (P49840 whole entry, looked up): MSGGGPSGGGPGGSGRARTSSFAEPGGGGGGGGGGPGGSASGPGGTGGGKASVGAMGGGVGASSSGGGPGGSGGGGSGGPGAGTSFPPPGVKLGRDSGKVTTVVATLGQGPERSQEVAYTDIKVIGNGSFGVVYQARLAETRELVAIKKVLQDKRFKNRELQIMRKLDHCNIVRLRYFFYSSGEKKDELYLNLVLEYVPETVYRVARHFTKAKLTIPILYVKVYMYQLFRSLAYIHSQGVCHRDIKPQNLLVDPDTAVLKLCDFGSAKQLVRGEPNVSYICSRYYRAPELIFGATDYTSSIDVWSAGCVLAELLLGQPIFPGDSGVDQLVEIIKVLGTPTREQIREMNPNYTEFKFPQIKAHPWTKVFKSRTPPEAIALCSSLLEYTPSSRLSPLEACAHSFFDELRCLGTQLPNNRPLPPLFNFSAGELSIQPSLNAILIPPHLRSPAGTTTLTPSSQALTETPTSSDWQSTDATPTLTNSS
GSK3B inh: human GSK3beta kinase inhibition. activity score (negative = inhibition), % at 10 µM. GST-GSK3beta kinase, ADP-Glo luminescence, 60 min; active compounds read low. 300,000 compounds, 0.038% hits. P49841;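 active = more than half of replicate wells score below -50%, meaning over 50% inhibition versus plate controls; inconclusive = some replicates but at most half score below -50%; inactive = no replicate scores below -50%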;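 note: 0% = median DMSO wells and -100% = median GW8510 positive control wells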
Target sequence (P49841 whole entry, looked up): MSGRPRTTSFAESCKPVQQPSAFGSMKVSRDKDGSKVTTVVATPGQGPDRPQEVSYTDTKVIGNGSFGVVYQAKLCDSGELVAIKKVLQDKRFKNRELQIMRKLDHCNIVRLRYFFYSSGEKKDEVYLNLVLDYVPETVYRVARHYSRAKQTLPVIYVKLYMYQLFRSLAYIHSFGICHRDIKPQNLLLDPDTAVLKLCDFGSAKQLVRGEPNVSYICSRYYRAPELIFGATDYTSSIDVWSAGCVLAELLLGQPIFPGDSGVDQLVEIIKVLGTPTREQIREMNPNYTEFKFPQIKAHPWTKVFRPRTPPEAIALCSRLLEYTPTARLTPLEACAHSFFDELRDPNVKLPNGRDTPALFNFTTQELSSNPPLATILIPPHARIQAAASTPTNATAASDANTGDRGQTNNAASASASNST
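Assay system: GST-tagged human GSK3beta kinase, cell-free; Input: 1.6 ng GSK3beta; Medium: Tris/MgCl2 kinase buffer; Timing: 60 min enzyme reaction, room temperature; Signal: ADP-Glo luminescence quantifying ADP generated by kinase; Evaluation: score relative to plate controls; Benchmarks: DMSO neutral wells and GW8510 at 20 µM as positive.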
DYRK1A inh: inhibitors of rat Dyrk1A kinase; 310,000 compounds, 0.43% hits; ADP-Glo luminescence, NFATc1 peptide; inhibition, % at 12.5 µM; AID 504441; Q63470; in the data active = inhibition above about 50%;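 note: plate controls were vehicle with enzyme for no effect and no enzyme for full effect; many of its hits are not listed in these tables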
HSF1 activator: increases HSF-1 driven luciferase reporter signal | activation, % at 9 µM | 300,000 compounds, 1.7% hits | AID 504408 | NIH3T3-HGL HSF-1 luciferase reporter, MG132, 8 h; 100% = twice DMSO control signal;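 active = mean replicate activation of at least 50% with a set share of replicates each reaching 50%; inconclusive = only one of those two conditions met; inactive = mean below 50% and too few replicates reaching it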;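 note: 0% = median of the neutral control wells and 100% = twice that signal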
* = called active by the depositor; u = inconclusive; x = no result given. Not all compounds are listed; rates above refer to the full screens.

SMILES	Platelet DG rel	aSyn 5UTR inh	KLF5 inhibitor	HSF1 inh	IEC-6 tox	HSP90 refold inh	GSK3A inh	GSK3B inh	DYRK1A inh	HSF1 activator
COc1ccc(CN2C(=O)C(Cc3ccccc3)Nc3ncnc(N4CCc5ccccc5C4)c32)cc1 (stereo not drawn)	3	-9	x	48	x	x	-2	3	x	71*
CC(C)(C)NC(=O)CCC1COc2ccccc2O1 (stereo not drawn)	-2	-5	-7	4	1	0	0	-1	10	15
CC1CCN(S(=O)(=O)c2ccc(NC(=O)C3CCN(C(=O)c4ccco4)CC3)cc2)CC1	-1	47	-6	-6	3	4	4	1	-3	7
O=C(c1ccccc1)c1ccc(OCCOCCN2CCN(Cc3ccccc3)CC2)cc1	6	15	-8	6	0	1	-1	3	x	4
CC(C)(C)c1ccc(-c2n[nH]c(=S)n2CCCN2CCOCC2)cc1	1	18	-6	-1	6	1	0	0	5	-2
O=C(COC(=O)Cc1ccc(F)cc1)NC1CCCC1	4	-3	x	-10	x	x	-1	2	-3	5
CCOc1ccc(N(CC)S(=O)(=O)c2c(C)[nH]c(=O)[nH]c2=O)cc1	4	-6	-15	5	-8	-1	-5	3	3	-19
COc1ccc(OC)c(C(=O)NC(CC(N)=O)c2ccc(N3CCN(c4ccc(F)cc4)CC3)c([N+](=O)[O-])c2)c1 (stereo not drawn)	11	11	-4	-9	-2	-2	-4	-4	12	-26
NNC(=S)Nc1c(Br)cc(F)cc1Br	3	9	-24	-3	4	4	-2	3	-1	0
CCc1ccccc1N(CC(=O)N1CCN(c2ccccc2F)CC1)S(C)(=O)=O	-3	19	1	-7	-1	0	-2	3	0	11
COc1ccc(C(=O)COC(=O)C2CCCN2C(=O)C23CC4CC(CC(C4)C2)C3)cc1 (stereo not drawn)	2	-3	10	-1	-8	-2	1	1	-5	16
CCOC(=O)N1CCN(C(=O)c2cccc(-n3c(=S)[nH]c4cc(Cl)ccc4c3=O)c2)CC1	1	-22	-2	-7	1	3	x	1	-2	2
CCCCn1ccnc1C(=O)c1cc(S(=O)(=O)N2CCOCC2)ccc1C	-10	-1	-16	-5	1	2	-2	-1	-3	0
Cc1nn(C(C)C)c(C)c1[C@@H]1C[C@H]2CN(Cc3cccc(Cl)c3)C(=O)[C@]23CCCN13	-14	3	2	-1	-2	-1	1	3	0	3
CC(C)C(c1nnnn1Cc1ccc2c(c1)OCO2)N1CCN(c2ccccc2)CC1 (stereo not drawn)	-2	-6	-32	0	-1	4	-3	-24	4	-19
COc1cccc(-c2noc(C3CCCN(C(=O)c4ccc(F)cc4)C3)n2)c1 (stereo not drawn)	3	-41	-36	12	0	-1	-7	-1	6	27
C[C@@H](C(=O)NCCc1ccccc1F)N1C(=O)N2CCc3c([nH]c4ccccc34)[C@@]2(C)C1=O	1	-17	-14	18	1	3	-2	2	-3	3
Cc1ccc(NC(=O)CSc2nc(=O)n3cc(C)ccc3n2)c(C)c1	5	0	x	2	x	x	-1	-5	3	-2
Cc1ccc(S(=O)(=O)c2nc(Nc3ccccc3)sc2Cl)cc1	1	-9	-39	1	-6	2	x	0	-2	20
CNC(=S)NNC(=O)c1sccc1OCc1ccccc1	7	6	-20	0	1	-3	0	-6	0	-1
CCCCCCC(C)n1cc(C(C)=O)c(=O)[nH]c1=O (stereo not drawn)	0	17	-28	11	-1	0	3	3	-4	43
COc1cc2c(cc1NC(=O)c1ccc(C(C)(C)C)cc1)CCCC2	-3	-14	-2	7	0	0	0	-1	3	16
CC(C)(C)SCCNC(=O)c1ccc(CN2CCc3ccccc3C2)cc1	6	-63	-46	0	3	-2	-3	-2	5	7
O=C(CCCNS(=O)(=O)c1cccc2nsnc12)N1CCCCC1	-1	-6	-25	-1	-2	1	0	-2	-10	-5
O=c1[nH]c(=O)c2cc([N+](=O)[O-])cc([N+](=O)[O-])c2[nH]1	-1	-59	-2	15	4	-2	2	1	-1	12

Pulled by compound from the list above:
SMILES	Platelet DG rel	aSyn 5UTR inh	KLF5 inhibitor	HSF1 inh	IEC-6 tox	HSP90 refold inh	GSK3A inh	GSK3B inh	DYRK1A inh	HSF1 activator
COc1ccc(C(=O)COC(=O)C2CCCN2C(=O)C23CC4CC(CC(C4)C2)C3)cc1 (stereo not drawn)	2	-3	10	-1	-8	-2	1	1	-5	16
CCOc1ccc(N(CC)S(=O)(=O)c2c(C)[nH]c(=O)[nH]c2=O)cc1	4	-6	-15	5	-8	-1	-5	3	3	-19

Returning to the listing, starting six compounds before the break.
SMILES	Platelet DG rel	aSyn 5UTR inh	KLF5 inhibitor	HSF1 inh	IEC-6 tox	HSP90 refold inh	GSK3A inh	GSK3B inh	DYRK1A inh	HSF1 activator
CNC(=S)NNC(=O)c1sccc1OCc1ccccc1	7	6	-20	0	1	-3	0	-6	0	-1
CCCCCCC(C)n1cc(C(C)=O)c(=O)[nH]c1=O (stereo not drawn)	0	17	-28	11	-1	0	3	3	-4	43
COc1cc2c(cc1NC(=O)c1ccc(C(C)(C)C)cc1)CCCC2	-3	-14	-2	7	0	0	0	-1	3	16
CC(C)(C)SCCNC(=O)c1ccc(CN2CCc3ccccc3C2)cc1	6	-63	-46	0	3	-2	-3	-2	5	7
O=C(CCCNS(=O)(=O)c1cccc2nsnc12)N1CCCCC1	-1	-6	-25	-1	-2	1	0	-2	-10	-5
O=c1[nH]c(=O)c2cc([N+](=O)[O-])cc([N+](=O)[O-])c2[nH]1	-1	-59	-2	15	4	-2	2	1	-1	12
COc1ccc(NS(=O)(=O)c2cccc(C(=O)NCCCn3ccnc3)c2)cc1	-6	3	x	-6	x	x	-2	0	5	-4
COCCN1C=C(C(=O)OC)C(c2ccccc2Cl)C(C(=O)OC)=C1	2	-9	-4	2	4	2	-11	1	2	5
COC(=O)C1C/C(=N\NS(=O)(=O)c2ccc(C)cc2)c2ccsc2C1 (stereo not drawn)	-6	18	-11	0	-3	-4	-1	-2	-10	-9
COc1ccccc1NS(=O)(=O)c1ccc(NN=C2CCCCC2)c([N+](=O)[O-])c1	2	-4	-17	21	-4	-5	-5	2	-1	0
CCN(CC)c1nc2ccccc2[nH]1	6	-18	-10	6	-8	-1	-1	0	3	46
Cc1cc(C(=O)Nc2ccc3c(c2)CCC3)c2ccccc2n1	0	-14	-7	3	7	2	4	2	1	-9
Cc1nc2ccccc2n1CC(=O)N/N=C/c1cccnc1	0	11	-28	1	7	4	-2	3	-5	-4
CCOC(=O)c1ccc(NC(=S)N2CCN(CCN=CC3=C(O)CC(c4ccccc4)CC3=O)CC2)cc1 (stereo not drawn)	-3	12	-20	1	2	3	-3	3	x	-1
O=C(c1ccc(Cl)cc1)c1cc(-c2ccccn2)c(N2CCOCC2)s1	1	36	-27	-1	-2	14	2	3	5	3
Cc1cccc(N2CCN(C(=O)c3ccc(N4CCCC4=O)cc3)CC2C)c1 (stereo not drawn)	-1	1	-19	-1	-2	-8	1	-3	6	0
O=C(Nc1ccc2oc(-c3ccccc3)nc2c1)c1ccc2c(c1)OCCO2	2	-66	-3	2	1	1	0	0	5	2
Cc1ccccc1-n1nc2c(c1NC(=O)C(C)(C)C)CS(=O)(=O)C2	-1	-14	-18	-5	1	1	0	0	0	-17
CCCCCCNC(=O)CNC(=S)N(Cc1cccs1)C1CCCCC1	2	14	2	19	-2	0	5	-1	-3	u
CN(C)c1ncc([N+](=O)[O-])cc1C(F)(F)F	-2	1	-15	-9	-2	4	1	3	x	-1
CCN(CC)CCCNc1oc(-c2ccccc2[N+](=O)[O-])nc1C#N	7	4	-19	-6	2	3	9	2	-7	-4
COc1ccc(C2CC(c3cccs3)=NN2c2ccccc2)cc1 (stereo not drawn)	14	-69	-53	31	-2	-2	-1	2	x	67*
CCOc1ccc(-c2csc3nc[nH]c(=O)c23)cc1	-6	-154	-44	13	6	0	2	3	0	6
Cc1[nH]c2ccc(C(=O)NCCCN3CCCCC3)cc2c1C	1	-24	-41	-3	-1	2	1	-7	-5	6
CCOC(=O)/C(C#N)=N/Nc1ccccc1C(=O)O	1	-4	-8	-3	-1	3	-4	3	-9	-4
Cc1cc(C)n(/N=C/c2cc(Cl)cc(Cl)c2O)c(=O)c1	-1	-9	-2	-2	5	4	0	-5	2	2
COc1ccc(NC(=O)CNC(=O)c2ccc([N+](=O)[O-])cc2)cc1	u	11	-40	0	-2	-1	-2	0	-6	24
O=C(NCC(c1ccco1)N1CCN(c2ccc(F)cc2)CC1)C1CCCCC1 (stereo not drawn)	-4	7	x	-2	x	x	-6	0	-4	3
CCOC(=O)C1=C(N)OC2=C(C(=O)CC(C)(C)C2)C1c1ccccc1OC (stereo not drawn)	5	-5	-37	-5	-9	0	-1	0	-3	7

Bioassay records from PubChem BioAssay.
